M4 PAM: potentiates acetylcholine response at human M4 receptor | CHO-K1 hM4/Gqi5, Fluo-8 calcium fluorescence, ACh EC20; 0% = ACh EC20, 100% = maximal ACh | activation, % at 3 µM | 360,000 tested, 0.4% active | AID 624126;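 active = activation above its plate's cutoff, the mean activation of sample wells plus 3 SD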; also: some results filed as inactive read as strong as hits
Target sequence (P08173 whole entry, looked up): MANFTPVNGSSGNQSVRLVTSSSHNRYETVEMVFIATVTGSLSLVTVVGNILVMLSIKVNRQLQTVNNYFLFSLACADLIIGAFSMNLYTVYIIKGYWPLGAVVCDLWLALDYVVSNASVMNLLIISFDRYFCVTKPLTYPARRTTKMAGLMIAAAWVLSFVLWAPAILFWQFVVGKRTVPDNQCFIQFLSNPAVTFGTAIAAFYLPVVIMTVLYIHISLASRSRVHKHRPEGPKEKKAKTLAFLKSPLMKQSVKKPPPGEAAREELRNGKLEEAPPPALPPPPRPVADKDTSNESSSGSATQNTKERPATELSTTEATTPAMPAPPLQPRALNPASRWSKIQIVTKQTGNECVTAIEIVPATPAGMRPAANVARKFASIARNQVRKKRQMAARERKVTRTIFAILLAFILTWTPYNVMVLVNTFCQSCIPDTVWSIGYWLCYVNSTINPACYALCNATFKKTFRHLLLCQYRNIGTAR
CHRM5 antagonist: antagonists of human muscarinic M5 receptor (CHRM5) | P08912 | CHO-hM5 cells, Fluo-8 calcium fluorescence, ACh EC80 | inhibition, % at 3 µM | 360,000 tested, 0.59% active;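 active = inhibition above a per-plate cutoff, the mean of that plate's test compounds plus 3 SD, cut at about 27% in these data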;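 also: 0% = acetylcholine EC80 with DMSO and 100% = DMSO without agonist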
Target sequence (P08912 whole entry, looked up): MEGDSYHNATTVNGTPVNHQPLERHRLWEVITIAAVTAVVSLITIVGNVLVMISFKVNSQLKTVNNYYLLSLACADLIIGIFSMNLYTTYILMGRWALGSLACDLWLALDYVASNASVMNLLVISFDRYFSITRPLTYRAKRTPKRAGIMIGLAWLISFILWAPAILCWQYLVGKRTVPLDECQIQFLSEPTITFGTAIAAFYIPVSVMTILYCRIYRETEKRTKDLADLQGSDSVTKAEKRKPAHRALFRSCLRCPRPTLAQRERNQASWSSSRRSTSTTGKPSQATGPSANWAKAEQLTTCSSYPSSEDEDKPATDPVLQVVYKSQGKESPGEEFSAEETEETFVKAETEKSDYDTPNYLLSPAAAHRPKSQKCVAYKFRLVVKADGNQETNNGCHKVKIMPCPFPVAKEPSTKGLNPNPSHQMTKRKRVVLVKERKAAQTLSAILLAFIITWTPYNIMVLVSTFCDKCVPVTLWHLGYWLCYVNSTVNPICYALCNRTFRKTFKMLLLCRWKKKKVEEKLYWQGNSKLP
CHRM4 antagonist: CHRM4 antagonism in calcium assay; P08173; CHO-hM4 cells, ACh EC80, Fluo-8 calcium fluorescence; inhibition, % at 3 µM; 360,000 tested, 0.73% active;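 active = inhibition above its plate's cutoff, the mean inhibition of sample wells plus 3 SD, cut at about 27% in these data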;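 also: 0% = acetylcholine EC80 with DMSO and 100% = DMSO without agonist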
CHO-K1 Ca PAM: nonselective activator or artifact in parental CHO-K1 calcium assay; ATP EC20, Fluo-8 calcium fluorescence; 0% at ATP EC20, 100% at ATP max; activation, % at 3 µM; 360,000 tested, 0.02% active;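 active = activation above the run cutoff, the mean activation of all test compounds plus 3 SD, cut at about 40% in these data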;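 also: peak over basal fluorescence ratio in a 140 s read after ATP addition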
CHRM5 PAM: potentiates acetylcholine response at human M5 receptor; 360,000 tested, 0.3% active; CHO-K1 hM5, Fluo-8 calcium, ACh EC20 PAM; 0% = ACh EC20, 100% = ACh EC100; P08912; activation, % at 3 µM;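 active = activation above the run cutoff, the mean activation of all test compounds plus 3 SD, cut at about 18% in these data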
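System: CHO-K1 hM5 cells. Reagent: acetylcholine, EC20 level. Compound dosing: single dose, 3 µM nominal final test concentration. Timing: Post-acetylcholine fluorescence recording 140 s. Detection: Fluo-8 calcium fluorescence. Read-out: % activation, ACh-normalized. Benchmarks: ACh EC20 and EC100 wells. Repeats: singlicate, one well per test compound.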
M4 ag: CHRM4 agonism in calcium assay | AID 624127 | P08173 | activation, % at 3 µM | CHO-K1 hM4/Gqi5, Fluo-8 calcium fluorescence; vehicle 0%, full acetylcholine response 100% | 360,000 tested, 0.14% active;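 active = activation above the run mean over all test wells plus 3 SD, cut at about 32% in these data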;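 also: peak over basal fluorescence ratio per well then scaled between controls; 0% = DMSO wells and 100% = acetylcholine at EC100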
CHO-K1 Ca antag: counter-screen for M1 antagonists: effect in parental CHO-K1 cells. AID 602250. inhibition, % at 3 µM. ATP-induced calcium, Fluo-8 fluorescence. 360,000 tested, 0.6% active;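 active = inhibition above a per-plate cutoff, the plate's mean sample inhibition plus 3 SD, cut at about 24% in these data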;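 also: 0% = DMSO plus EC80 ATP and 100% = DMSO alone without ATP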
M1 ag parental: counter-screen for M1 agonists: effect in parental CHO-K1 cells; Fluo-8 calcium fluorescence; scaled to maximal ATP response, vehicle zero; activation, % at 3 µM; 360,000 tested, 0.48% active; in the data active = activation above about 15%;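 also: untransfected CHO-K1 host cells lacking M1 receptor as counterscreen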
CHRM5 agonist: CHRM5 agonism in calcium assay; P08912; AID 624037; 360,000 tested, 0.19% active; activation, % at 3 µM; CHO-K1 hM5 cells, Fluo-8 calcium fluorescence; 0% DMSO wells, 100% maximal acetylcholine response;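 active = activation above the run's mean over test compounds plus 3 SD, cut at about 23% in these data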;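 also: signal is peak over basal fluorescence ratio across the kinetic read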
* = called active by the depositor.

SMILES | M4 PAM | CHRM5 antagonist | CHRM4 antagonist | CHO-K1 Ca PAM | CHRM5 PAM | M4 ag | CHO-K1 Ca antag | M1 ag parental | CHRM5 agonist
COc1ccc(C(=O)OCCN2CCN(C3=NS(=O)(=O)c4ccccc43)CC2)cc1OC | 0 | -1 | -1 | 5 | 1 | 2 | -15 | 0.9 | -1
Brc1ccc(CN2CCN(Cc3c[nH]c4ccccc34)CC2)cc1 | -11 | 10 | 9 | -16 | -2 | 8 | 0 | 3.0 | 2
COc1ccc(Cc2nnc(NC(=O)CS(=O)(=O)c3ccccc3)s2)cc1OC | 0 | -2 | -4 | -4 | 1 | 1 | -8 | 1.0 | 1
COc1ccc(Cl)cc1S(=O)(=O)n1cnc2ccccc21 | -6 | 3 | 4 | 11 | -2 | 3 | -11 | 0.4 | -1
COc1ccc(S(=O)(=O)N2CCCCCC2)cc1NC(=O)CN1C(=O)NC(C)(c2ccc(C)cc2)C1=O (configuration not stated) | 8 | 2 | -15 | 2 | -6 | 5 | -5 | 0.6 | -1
CC1CCC(C#N)(N(C)C(=O)CSc2nnc(C3CC3)n2C2CC2)CC1 (configuration not stated) | 1 | 0 | 14 | 4 | -2 | 0 | -13 | 0.2 | 2
O=[N+]([O-])c1ccc(-c2cn3ccccc3n2)cc1 | -5 | 6 | 14 | 16 | -6 | 0 | -7 | 0.2 | -3
COc1ccc(NC(=S)NCc2ccc(S(N)(=O)=O)cc2)c(OC)c1 | 17 | -4 | 2 | -7 | 9 | 0 | -3 | -0.1 | 0
COc1ccc(Oc2cc(NN3CCCCC3)c([N+](=O)[O-])cc2[N+](=O)[O-])cc1OC | -4 | 8 | -11 | 10 | -6 | -1 | -11 | -0.5 | -9
COc1cc(C(=O)Nc2cc(-c3nc4cc(C)ccc4o3)ccc2C)cc(OC)c1OC | 2 | -2 | -10 | 15 | 0 | 1 | -3 | 0.7 | 2
c1ccc(-c2cnc(CSc3nnc4ccccn34)o2)cc1 | 1 | 1 | -4 | -6 | -1 | 1 | -12 | 0.7 | -10
CCCC(=O)Nc1nnc(SCC(=O)NCc2ccc3c(c2)OCO3)s1 | 0 | 4 | -9 | 12 | -8 | 6 | -9 | 2.5 | 2
CC(C)(C)c1ccc(C(=O)NNC(=O)CCc2ccccc2)cc1 | -3 | 4 | 2 | 12 | 1 | 0 | -13 | 0.0 | -6
COc1cc(C(=O)N[C@H](C(=O)NC(C)C23CC4CC(CC(C4)C2)C3)C(C)C)cc(OC)c1OC (some centres not stated) | 0 | 5 | 7 | 12 | -2 | -1 | -11 | 0.3 | -4
O=C(Cc1c[nH]c2ccccc12)Nc1ccc(N2CCOCC2)cc1 | 4 | 8 | -9 | 0 | -3 | 2 | -5 | 0.2 | 0

Of the compounds above, 2 have an NH in an aromatic ring:
SMILES | M4 PAM | CHRM5 antagonist | CHRM4 antagonist | CHO-K1 Ca PAM | CHRM5 PAM | M4 ag | CHO-K1 Ca antag | M1 ag parental | CHRM5 agonist
Brc1ccc(CN2CCN(Cc3c[nH]c4ccccc34)CC2)cc1 | -11 | 10 | 9 | -16 | -2 | 8 | 0 | 3.0 | 2
O=C(Cc1c[nH]c2ccccc12)Nc1ccc(N2CCOCC2)cc1 | 4 | 8 | -9 | 0 | -3 | 2 | -5 | 0.2 | 0

Later entries:
SMILES | M4 PAM | CHRM5 antagonist | CHRM4 antagonist | CHO-K1 Ca PAM | CHRM5 PAM | M4 ag | CHO-K1 Ca antag | M1 ag parental | CHRM5 agonist
COc1ccc(N2CC(C(=O)N3CCCC(C)C3)CC2=O)cc1 (configuration not stated) | 6 | 7 | -5 | -17 | -5 | 1 | 6 | 0.3 | -4
CN(C)c1ccc(Nc2nc(N)c3ccccc3n2)cc1 | -4 | 10 | -11 | 17 | -3 | 3 | -6 | 0.2 | -6
CCOC(=O)c1cc(-c2ccccc2)n(Cc2cc(CC)no2)n1 | 16 | 4 | -11 | -6 | 12 | 0 | -3 | -1.0 | 5
CC(=O)c1ccc(C(=O)N(CCN(C)C)c2nc3c(Cl)cccc3s2)cc1 | 12 | 5 | -7 | 16 | 5 | 1 | -14 | 0.6 | -6
O=C(Nc1ccccn1)c1cc(-n2cnnc2)ccc1Cl | 3 | 3 | -8 | -7 | 1 | 0 | -2 | 0.3 | 1
C=C1CC2(CC(c3ccccc3)OC(c3ccccc3)C2)OC1=O (configuration not stated) | -1 | 3 | 4 | 20 | 2 | 3 | -10 | 1.5 | 4
COC(=O)Cc1c[nH]c2cccc(OCC(O)CN(Cc3ccccc3)C(C)C)c12 (configuration not stated) | 2 | 4 | -1 | 23 | -2 | 2 | -3 | 1.5 | -6
COc1ccc(NS(=O)(=O)c2cccc(C(=O)N3CCN(Cc4cc(OC)ccc4OC)CC3)c2)cc1 | 3 | 4 | 6 | 7 | -8 | 11 | -4 | 7.2 | 5
Cc1ccc(CNC(=O)C2CCCN2S(=O)(=O)c2ccc(F)cc2)cc1 (configuration not stated) | -1 | 10 | -2 | -6 | 4 | 1 | 8 | 0.2 | -3
O=[N+]([O-])c1cccc(C(=S)N2CCN(c3ccc(F)cc3)CC2)c1 | 3 | 1 | 0 | -11 | 5 | 1 | 3 | 0.8 | -3
Cc1ccc(N(CC(=O)NCc2ccc(F)cc2)C(=O)CCC(=O)Nc2ccccn2)cc1C | -6 | 4 | 8 | 2 | -4 | 1 | -8 | 0.6 | -1
Cc1ccc(NC(=O)CSc2ncc(S(=O)(=O)c3ccccc3)c(=O)[nH]2)cc1C | 3 | -5 | 13 | 20 | 2 | 0 | -9 | 0.7 | -1
C/C=N/NC(=O)c1cc(Br)ccc1O | 10 | 3 | -29 | 8 | -7 | 10 | -6 | 4.8 | 2
O=C(Cc1cccc2ccccc12)Nc1ccc2oc(-c3ccccc3)nc2c1 | 12 | 2 | -7 | 8 | -2 | 1 | -6 | 0.3 | -2
CC1(C(=O)Nc2ccc3c(c2)OCO3)CCN1C(=O)Cc1cccs1 (configuration not stated) | 4 | 0 | -11 | -11 | -2 | 1 | 5 | -0.1 | 1
COc1ccc(NC(=O)CC2Nc3cccc4cccc(c34)NC2=O)cc1 (configuration not stated) | -7 | -8 | -19 | 4 | 2 | 5 | -14 | 1.3 | -1
COc1ccc(CCNC(=O)Cn2nnc(-c3ccc(OC)c(OC)c3)n2)cc1OC | -11 | 13 | 0 | 1 | -19 | 19 | -3 | 6.2 | 3
S=C(NCc1ccco1)Nc1ccc2c(c1)OCCO2 | -7 | 5 | 7 | -5 | -3 | 0 | -1 | 0.7 | -9
Cc1nc(C(=O)NC2CCOCC2)sc1C1(C)CC(c2cccc([N+](=O)[O-])c2)=NO1 (configuration not stated) | -3 | 5 | 7 | 6 | -3 | 14 | -15 | 5.7 | 13
O=C(CSc1ccc2nnc(CCNC(=O)c3ccccc3)n2n1)Nc1ccccc1F | -8 | 8 | 1 | 19 | -5 | 0 | -14 | 0.9 | -2
CCOC(=O)C1CCCN(C(=O)c2oc3ccccc3c2C)CC1 (configuration not stated) | 5 | 1 | -9 | 14 | -1 | 4 | -7 | 1.4 | 1
O=C(CN1C(=O)NC2(CCCC2)C1=O)N1CCN(S(=O)(=O)c2cc(Cl)ccc2Cl)CC1 | 2 | -1 | -4 | 14 | 0 | 3 | -15 | 0.8 | 3
O=C(c1cccc(N2C(=O)C3C4C=CC(C4)C3C2=O)c1)N1CCCCCC1 (configuration not stated) | 1 | 0 | -5 | 15 | 1 | 1 | -8 | 0.9 | 1
Cc1ccc(N2C(=O)CSC2c2cccnc2)cc1F (configuration not stated) | -8 | -2 | 10 | 10 | 2 | 1 | -7 | 1.2 | -11
CN1CCN(S(=O)(=O)c2ccc(NC(=O)c3ccccc3F)cc2)CC1 | -1 | 2 | 9 | 11 | 1 | 2 | -11 | 0.6 | 0
COc1cc(C(C)=O)ccc1COc1ccc(C(=O)OC(C)C(=O)NC(N)=O)cc1OC (configuration not stated) | -4 | 1 | -15 | 18 | -2 | 8 | -2 | 2.7 | 1
Nn1c(Nc2ccc(Cl)cc2)nncc1=O | -1 | 4 | -4 | 6 | 2 | 0 | -15 | 1.2 | 1
Cc1ccnc(NS(=O)(=O)c2ccc(NC(=O)C3COc4ccccc4O3)cc2)n1 (configuration not stated) | 7 | -1 | 6 | 15 | -2 | 1 | -3 | 0.4 | 1
COc1cc(/C=N/NC(=O)c2cccc(C(=O)N/N=C/c3ccc(O)c(OC)c3)n2)ccc1O | -5 | -1 | 0 | 9 | -3 | 4 | -7 | 0.8 | -3
Cc1cc(C=O)c(C)n1-c1cccc(C(=O)O)c1 | 8 | 14 | 6 | 0 | -5 | 10 | 15 | 3.5 | 2
Cc1cccc(CCN2C(N(C)C)=NC[C@@H]2Cc2ccccc2)c1 | -7 | 0 | 5 | -1 | -2 | 0 | -10 | -0.1 | -11
COc1ccccc1N1CCN(CC(=O)Nc2nccs2)CC1 | -3 | 7 | -1 | 11 | -4 | 2 | -10 | 1.4 | -1
Cc1occc1C(=O)Nc1cccc(/C=C/C(=O)O)c1 | -3 | 1 | 5 | -1 | 1 | 0 | 2 | 0.2 | -1
O=C(NCc1cccc(Br)c1)c1cc(-c2ccccc2)nn1CC1CC(c2cccnc2)=NO1 (configuration not stated) | -9 | 13 | -10 | -11 | -21 | 14 | -11 | 3.6 | -3
CC(C)C[C@H](NC(=O)OC(C)(C)C)C(=O)N[C@@H](CO)[C@H](O)[C@@H]1C[C@@H]1C(=O)NC1CCCCC1 | 14 | 6 | -10 | -7 | 4 | 2 | 0 | 0.1 | 0
CN1/C(=C/C2CC(=O)N(c3ccc([N+](=O)[O-])cc3)C2=O)C(C)(C)c2ccccc21 (configuration not stated) | -9 | 11 | 4 | -2 | -6 | 7 | 2 | 1.8 | 1
Cc1nc(Cc2nnc(SCC(=O)N3c4ccccc4NC(=O)C3(C)C)o2)cs1 | -3 | 13 | 10 | -13 | -3 | 0 | -1 | -0.2 | -1
Cc1oc2ccc(OCc3c(F)cccc3Cl)cc2c1C(=O)O | 9 | 5 | 8 | 7 | 7 | 1 | -4 | -0.3 | -3
CCN(CC(=O)Nc1ccccc1C(F)(F)F)CC(=O)NC1CC1 | 9 | -6 | -7 | 2 | 10 | 0 | -26 | 0.3 | 1
COc1ccccc1-c1cc(NC(C)=O)c2ncc(-c3ccc(S(C)(=O)=O)cc3)n2c1 | -7 | 6 | 4 | 13 | -7 | 11 | -2 | 3.5 | 0
O=C(C(c1ccccc1)N1CCOCC1)N1CCOCC1 (configuration not stated) | 0 | 1 | 1 | 8 | 0 | 0 | -7 | 0.3 | -4
OCCN1CCN(Cc2cc(Cl)c3cccnc3c2O)CC1 | 5 | -9 | -11 | 10 | 8 | 1 | -8 | 0.6 | -4
COC(=O)N/N=C/c1cc(N=Nc2ccccc2)ccc1O | -2 | 11 | 10 | -9 | 7 | 7 | 2 | 4.5 | 8
Nc1nc2ccccc2n1C(=O)CCc1ccccc1 | 9 | -10 | 4 | 14 | 8 | 2 | -6 | 0.5 | -2
Cc1ccc(Cc2c(-c3ccc(Br)cc3)nc3ccc(Br)cn23)cc1 | 4 | -10 | -7 | 25 | 2 | 1 | -9 | 2.7 | 0
CCN(C(=O)c1cnc2scc(C)n2c1=O)c1ccccc1C | 7 | -7 | -20 | 24 | 3 | 0 | -11 | 0.4 | 1
COc1ccc(CNC(N)=O)cc1 | 5 | 5 | 5 | -2 | -5 | 0 | 11 | 0.3 | -1

Bioassay records (PubChem BioAssay)
